From PubChem
OX1R antag-1 = blocks the human orexin 1 receptor | O43613 | OX1R-expressing cells, FRET antagonist read-out | inhibition, % at 6.6 µM | 330,000 compounds, 1.8% hits | AID 485270; in the data active means inhibition mostly above about 38%, no sharp cut-off; inactive means mostly below about 40%;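 further: 0% = agonist challenge alone and 100% = reference antagonist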
Target sequence (O43613 whole entry, looked up): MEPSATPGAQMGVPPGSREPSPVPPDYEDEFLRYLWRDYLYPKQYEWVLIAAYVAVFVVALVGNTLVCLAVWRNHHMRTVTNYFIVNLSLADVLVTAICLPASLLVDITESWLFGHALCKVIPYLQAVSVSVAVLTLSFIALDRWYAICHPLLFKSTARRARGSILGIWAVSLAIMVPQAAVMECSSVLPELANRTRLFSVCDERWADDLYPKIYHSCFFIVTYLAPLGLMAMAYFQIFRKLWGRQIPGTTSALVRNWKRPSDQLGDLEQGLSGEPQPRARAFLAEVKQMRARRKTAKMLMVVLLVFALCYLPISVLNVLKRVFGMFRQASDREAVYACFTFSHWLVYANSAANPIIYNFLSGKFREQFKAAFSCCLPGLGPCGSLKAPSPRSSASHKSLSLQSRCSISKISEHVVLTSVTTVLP
OX1R antag-2 = blocks the human orexin 1 receptor. 330,000 compounds, 0.43% hits. O43613. inhibition, % at 5 µM. AID 434989. CHO/OX1R cells, Fluo-8 calcium fluorescence, orexin A;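 active means inhibition above its plate's threshold, mean inhibition of all tested compounds on the plate plus 3 SD, cut at about 37% in these data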;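 further: 0% = orexin A challenge wells and 100% = SB-334867-A antagonist wells; not every result past the cut was called active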
An asterisk follows results filed as active; & = joins results of further samples.

SMILES	OX1R antag-1	OX1R antag-2
Nc1nc(SCC(=O)c2c(N)n(Cc3ccccc3)c(=O)[nH]c2=O)n[nH]1	9	-27
Cc1cc(/C=N/n2cnnc2)c(C)n1-c1ccc2c(c1)OCO2	19	8
CCC(=O)N1CCc2cc(Br)cc(S(=O)(=O)CCC(=O)NCc3ccco3)c21	18	-18
CC1(C)OC(=O)C(=Cc2ccc[nH]2)C(=O)O1	17	-10
COc1cccc(CC2(CO)CCN(Cc3ccc4cccc(F)c4n3)CC2)c1	22	-23
COc1cc(C(=O)OCC(=O)Nc2ccc(OC(F)F)cc2)cc(OC)c1OC	20	-22
COC(=O)C1C2C=CC3(CN(Cc4cccs4)C(=O)C13)O2 (centres undefined)	12	8
CC1CCC(NC(=O)CCNC(=O)c2ccccc2)CC1 (centres undefined)	7	-2
Cn1ccsc1=NC(=O)c1ccc(Cl)c([N+](=O)[O-])c1	7	13
CC(C)(C)OC(=O)N1CCN(C(=O)c2[nH]cnc2C(=O)Nc2nccs2)CC1	6	-6
O=C1C(=O)N(CCS(=O)(=O)c2ccccc2)c2ccccc21	14	-14
CCOc1cccc(/C=N/Nc2nc(N3CCCC3)nc(N3CCCC3)n2)c1O	25	-26
CCN(CC)c1ccc(/C=N/NC(=O)c2ccccn2)cc1	16	-4
O=C(Nc1ccccc1C(=O)NCC1CCCO1)c1ccc(Cl)cc1Cl (centres undefined)	3	-37
COc1cc2c(cc1OC)C(c1ccc(-c3ccc(Cl)c(Cl)c3)o1)=NCC2	8	-14
CCOc1ccc(CCNC(=O)C2CCN(S(=O)(=O)N3CCCCC3)CC2)cc1OCC	9	-22
Cc1ccc(NC(=O)C(OC(=O)c2ccccc2Cl)c2ccccc2)cc1Cl (centres undefined)	29	12
CCCCNC(=S)NNC(=O)c1csc(C)c1C	6	-18
CCc1c(-c2ccccc2)nc2nc(C)c(C)nn12	18	-24
CCOC(=O)C1=C(COC(=O)/C=C/c2ccccc2)NC(=O)NC1C (centres undefined)	4	4
Cc1oc(-c2cccs2)nc1CS(=O)CC(=O)NCCc1ccccc1 (centres undefined)	1	-18
COc1cc(/C=C/c2ccc3cccc(O)c3n2)ccc1O	4	-17
CCn1cc(C(=O)NCCC(C)C)c(=O)c2cc(S(=O)(=O)N3CCCCC3)ccc21	16	-12
CCOC(=O)c1c(C)[nH]c(C(=O)Cn2c(=O)c3c(ncn3CC)n(Cc3ccccc3)c2=O)c1C	10	-27
Cc1ccc(C(=O)Nc2ccc(Oc3cccc(C(F)(F)F)c3)nc2)cc1	14	-11
CCO/C(C)=C1\C(=O)Nc2ccccc21	11	-5
COc1ccc(COC(=O)CCN=C2NS(=O)(=O)c3ccccc32)cc1F	18	-5
COCCNC(=S)N1CCC(Cc2ccccc2)CC1	2	-7
Cc1ccccc1OCc1nnc(SCC(=O)Nc2ccc3nc(SCC(=O)Nc4ccccc4)sc3c2)n1C	17	9
CSc1nsc(SCC(=O)Nc2ccc(F)cc2)n1	5	-8
COC(=O)[C@]1(C)N[C@H](CN(C)C(=O)C2CCCCC2)[C@@H]2C(=O)N(C)C(=O)[C@@H]21	8	2
O=C(CNCCc1ccc(F)cc1)Nc1cc(F)ccc1F	-8	-4
Cc1cccc(N(CC(=O)N2CCN(c3ccccc3F)CC2)S(C)(=O)=O)c1	3	-11
CC(C)C(NC(=O)C1CCCCC1)C(=O)NC1CCCC(C)C1C (centres undefined)	1	-15
CCc1nn(CC(=O)NCCCN2CCOCC2)c(=O)c2cc3cc(F)ccc3n12	13	-32
CC(NC(=O)CNC(=O)c1ccc2c(c1)OCO2)c1ccc(S(N)(=O)=O)cc1 (centres undefined)	5	0
O=C(c1ccco1)N1CCN(c2ncnc3c2nnn3Cc2ccccc2Cl)CC1	19	-26
CCOC(=O)/C=C1\Nc2ccccc2SC1=O	52	-6
COc1ccc(OC)c(NC(=O)c2ccc(S(=O)(=O)N3CCN(C)CC3)cc2)c1	10	-17
CCn1nnnc1NCc1ccc(N2CCCC2)cc1	2	-11
CCOC(=O)CC(NC(=O)Cn1nnc(-c2ccccc2F)n1)c1ccccc1Cl (centres undefined)	59	-5
CCOC(=O)C1CCCN(C(=O)N2CCOCC2)C1 (centres undefined)	-2	5
Cc1ccccc1N1C(S)=C(C#N)C(=O)NC12CCCCC2	4	6
CCOC(=O)N1CCN(C(=O)CSc2nc(-c3cccc(C)c3)ns2)CC1	24	-38
CC(C)Cn1c(Br)nc2c1c(=O)n(CCC#N)c(=O)n2C	9	-5
CCOC(OCC)P(=O)(C(C)C)C(C)C	18	6
CC(OC(=O)/C=C/c1cccc(Cl)c1)C(=O)NC1CCCCC1C (centres undefined)	10	-18
Cc1ccc(Oc2ccc(S(=O)(=O)NCC(C)(C)N3CCOCC3)cc2)cc1	13	-30
CCCOc1ccc(C2=CSC3=NCCN23)cc1Cl	-6	-11
COC(=O)c1cccc(S(=O)(=O)N2CCN(c3nc4ccccc4s3)CC2)c1	19	-22
COc1ccccc1CNC(=O)c1ccccc1C(=O)NC(CC(C)C)C(=O)NCc1ccccc1OC (centres undefined)	1	-39
CCO[C@H]1OC(C(=O)N2CCOCC2)=C[C@@H](c2ccc(Br)cc2)[C@@H]1CCCO	29	2
Cc1ccc2nc(-c3ccccc3)oc(=O)c2c1	2	-8
CN(CC(=O)Nc1cccc(F)c1)C(=O)c1ccc(-c2cccc(C(F)(F)F)c2)o1	26	-19
CCOC(=O)c1c(S(=O)(=O)NCC(=O)N2CCN(c3cccc(OC)c3)CC2)c(C)n(C)c1C	3	-22
Cc1ccc(-n2ncc3c(SCc4ccccc4)ncnc32)cc1	2	-14
COc1ccc(CC2(CO)CCN(Cc3cnn(-c4ccc(F)cc4)c3)CC2)cc1	4	-12
COc1ccc2cc(S(=O)(=O)N3CCCCC3)ccc2c1S(=O)(=O)N1CCCCC1	23	-10
CC1CCCC(NC(=O)C2CCN(S(=O)(=O)c3cnc[nH]3)CC2)C1C (centres undefined)	19	-20
O=C(CNC(=O)c1ccccc1F)NCCc1ccccc1F	2	-5

Gathered by group, the entries above containing an aryl thioether with sulfur outside any ring.
SMILES	OX1R antag-1	OX1R antag-2
Nc1nc(SCC(=O)c2c(N)n(Cc3ccccc3)c(=O)[nH]c2=O)n[nH]1	9	-27
Cc1ccccc1OCc1nnc(SCC(=O)Nc2ccc3nc(SCC(=O)Nc4ccccc4)sc3c2)n1C	17	9
CSc1nsc(SCC(=O)Nc2ccc(F)cc2)n1	5	-8
CCOC(=O)N1CCN(C(=O)CSc2nc(-c3cccc(C)c3)ns2)CC1	24	-38
Cc1ccc(-n2ncc3c(SCc4ccccc4)ncnc32)cc1	2	-14

Next compounds
SMILES	OX1R antag-1	OX1R antag-2
Nc1nc(NCCO)nc(NCc2ccccc2)c1[N+](=O)[O-]	18	-17
O=C1C=C(NCCc2ccccc2)C2(CCCCC2)O1	17	-19
Cc1ccc(CNC(=O)CC2(CC3=NS(=O)(=O)c4ccccc4N3)CCCC2)cc1	13	-11
CCCCN(C(=O)c1cccc(-n2cccc2)c1)c1c(N)n(CCCC)c(=O)[nH]c1=O	8	-36
O=C(NCc1cccnc1)c1ccc(-c2ccc(Cl)cc2)o1	16	-21
O=C1C(Cl)=C(N2CCCCC2)C(=O)N1c1ccccc1Cl	10	-17
CC(=O)SCCC(=O)N1C(C)CCCC1C(=O)O (centres undefined)	17	-8
CCCn1c(=O)c(C(=O)NCCc2ccccc2)c(O)c2ccccc21	29	-28
O=C(c1cn(-c2ccccc2)nc1-c1cccs1)N(CCO)Cc1ccccc1	13	11
COc1ccc(-c2cc(C(=O)Nc3ccc(Br)cc3)no2)cc1	-3	-11
Cc1ccc(-n2nnnc2SCC(=O)N2CCNC2=O)cc1C	3	-5
COCC(=O)N1CCC(n2nnc3cc(F)ccc32)CC1	19	-19
Cc1ccc(C(=O)O/N=C2\CCSc3ccc(C)cc32)cc1	8	-46
COc1cccc(NC(=O)C(NCC2CCCCC2)c2ccccc2)c1 (centres undefined)	15	-21
O=C(c1ccccc1)c1ccc(OCC(O)CN2CCCC2)cc1 (centres undefined)	6	-20
Cc1cccc(NC(=O)COc2ccc(/C=C\c3[nH]c(=O)[nH]c(=O)c3[N+](=O)[O-])cc2)c1	13	-8
O=C(CN1CCN(c2ccccc2O)CC1)Nc1cccnc1Cl	21	-17
Cc1ccc(N/C=C(\C#N)S(=O)(=O)c2ccccc2)cc1	23	-28
S=C(Nc1ccc2c(c1)OCO2)NC1CCN(Cc2ccccc2)CC1	9	-21
CC(=O)Oc1ccc(NC(=O)CSc2ccccc2)cc1	3	-15
Cc1cccc(C)c1NC(=O)COC(=O)C1CC1	0	-3
CCN1CCCC1CNC(=S)Nc1ccc(C(C)=O)cc1 (centres undefined)	12	-30
O=C(O)c1ccc(S(=O)(=O)c2ccc([N+](=O)[O-])cc2[N+](=O)[O-])cc1	57*	-7
Cc1ccc(C(=O)NC(N(C)C)C(Cl)(Cl)Cl)cc1 (centres undefined)	9	-5
CCS(=O)(=O)c1ccc2oc(SCC(=O)NCCc3ccc(F)cc3)nc2c1	17	-25
O=[N+]([O-])c1ccc(/C=N/n2c(CO)nc3ccccc32)s1	40	-5
O=C(COc1cccc(Cl)c1)Nc1ccccc1N1CCCCC1	25	-25
COc1ccc(C)cc1S(=O)(=O)N1CCN(S(=O)(=O)c2cc(C)ccc2OC)CC1	10	-31
O=c1c2sccc2[nH]c(=S)n1Cc1ccccc1	24	9
O=S(=O)(c1ccccc1)c1nc(-c2ccccc2F)oc1NCc1cccnc1	16	-32
Cc1nc2nc(C)c(CCC(=O)NCCCN3CCN(c4cccc(Cl)c4)CC3)c(C)n2n1	11&14	-7&-28
O=C(Nc1ccccc1F)c1cc(S(=O)(=O)N2CCCCC2)cs1	6	-14
COC(=O)c1[nH]c2cc(OC)ccc2c1NC(=O)c1c(F)cccc1F	11	-19
C=CCn1c(COc2ccccc2)nnc1SC(C)C(=O)N/N=C/c1cc(Cl)ccc1O (centres undefined)	27	-23
CCCNC(=O)Cn1c2ccccc2c2nc(=O)cc(C)n21	2	-15
O=C(CN1C(=O)NC2(CCCCCC2)C1=O)NC1CC1	-1	-2
COC(=O)/C(=C/c1c[nH]c2ccccc12)NC(C)=O	11	-10
CCC(=O)N1CCc2cc(S(=O)(=O)NCCC(=O)N3CCN(c4ccccn4)CC3)ccc21	14	-35
Cc1ccc(CNC(=O)CS(=O)(=O)Cc2nc(-c3ccc(C)cc3)oc2C)cc1	3	-20
O=S(=O)(Nc1ncccn1)c1ccc(NC(=S)Nc2ccccc2)cc1	8	-7

4 entries out of the list, arranged by length of the SMILES, low to high.
SMILES	OX1R antag-1	OX1R antag-2
CCOC(OCC)P(=O)(C(C)C)C(C)C	18	6
CC(C)C(NC(=O)C1CCCCC1)C(=O)NC1CCCC(C)C1C (centres undefined)	1	-15
O=C(c1cn(-c2ccccc2)nc1-c1cccs1)N(CCO)Cc1ccccc1	13	11
CCn1cc(C(=O)NCCC(C)C)c(=O)c2cc(S(=O)(=O)N3CCCCC3)ccc21	16	-12

New compounds follow:
SMILES	OX1R antag-1	OX1R antag-2
CCC(C)[C@H](NC(=O)NCCCOC(C)C)C(=O)OC (some centres undefined)	7	-6
CC(=O)NC1=NN(C(C)=O)C(C)(c2ccc(C)o2)S1 (centres undefined)	7	3
CC(=O)c1ccc(OCc2cc(C(=O)N3CCN4CCCC4C3)no2)cc1 (centres undefined)	27	-9
O=[N+]([O-])c1cc(F)c(N2CCCCC2)cc1N1CCOCC1	-2	-22
O=C(N/N=C/c1ccc(OC(F)F)cc1)c1ccc(CSc2nc3ccccc3[nH]2)cc1	22	-17
O=C(Nc1ccccc1)c1nc[nH]c1C(=O)NCCCNC(=O)c1[nH]cnc1C(=O)Nc1ccccc1	4	11
CC(C)(C)c1ccc(C(=O)O/N=C(\N)c2ccccc2)cc1	2	-69
CCOC(=O)c1c(O)c(O)c(C(=O)OCC)n1-c1ccccc1	3	-16
Cc1c(Cl)cn2c(=O)cc(CN3CCN(c4ccc(F)cc4)CC3)nc2c1Cl	13	-17
Cc1cc(NC(=O)COC(=O)c2ccccc2O)no1	12	2
COc1ccc(NC(=O)c2cc3c(-c4ccc(OC)c(OC)c4)nn(C)c3s2)cc1OC	16	-32
CCCC(=O)Nc1nc(-c2ccccc2)c(CC)s1	20	-21
Cc1cc2oc(=O)cc(CN3CCCCC3C)c2c(C)c1Cl (centres undefined)	10	-20
O=C(CCCSc1nc2ccccc2s1)NCc1ccco1	3	-29
COc1cc(OC)c(/C=C2\SC(=O)N(CC(=O)Nc3ccccc3F)C2=O)c(OC)c1	16	4
NC(=O)C1CCN(C(=O)CSc2nc(O)cc(=O)[nH]2)CC1	18	-7
CCCn1nnnc1SCC(=O)N1CCN(C(=O)c2ccco2)CC1	15	5
Cc1cc(C)n2nc(C(=O)Nc3ccn(Cc4ccccc4C)n3)cc2n1	7	-29
COc1ccccc1CNC(=O)c1cccnc1	1	-17
C=CCNC(=O)CN1CCC(c2nc3cc(C)c(C)cc3[nH]2)CC1	1	-14
O=C1CCC(=O)N(O)CCCCCNC(=O)CCC(=O)N(O)CCCCCNC(=O)CCC(=O)N(O)CCCCCN1	6	-3
C=CCCC(=O)NC1CC(C)(C)Cc2c1cnn2-c1cccc(F)c1 (centres undefined)	9	-29
Nc1ccc(Oc2ccc([N+](=O)[O-])cc2[N+](=O)[O-])cc1	11	1
COc1ccccc1N(CC(=O)NCCSCc1ccccc1)S(=O)(=O)c1ccc(C)cc1	40	10
Cc1ccccc1NC(=O)c1cc2c(=O)n3cccc(C)c3nc2s1	7	-11
CCn1c2ccccc2c2nnc(SCC(=O)NCc3cccs3)nc21	32	-20
COc1ccc2cc3c(N)nn(C(=O)c4ccccc4Cl)c3nc2c1	16	-28

Part of the list above, with values under each structure:
The line under a structure holds: OX1R antag-1	OX1R antag-2
O=C1CCC(=O)N(O)CCCCCNC(=O)CCC(=O)N(O)CCCCCNC(=O)CCC(=O)N(O)CCCCCN1
  6	-3
C=CCCC(=O)NC1CC(C)(C)Cc2c1cnn2-c1cccc(F)c1 (centres undefined)
  9	-29
Nc1ccc(Oc2ccc([N+](=O)[O-])cc2[N+](=O)[O-])cc1
  11	1
COc1ccccc1N(CC(=O)NCCSCc1ccccc1)S(=O)(=O)c1ccc(C)cc1
  40	10
Cc1ccccc1NC(=O)c1cc2c(=O)n3cccc(C)c3nc2s1
  7	-11
